PKM2 activator – qHTS Assay for Activators of Human Muscle isoform 2 Pyruvate Kinase; AID 1631, 2009; purified PKM2, Kinase-Glo ATP luminescence, activation; response scale: 0% is enzyme alone, no compound; actives 0.34% (n = 260,000); Potency, µM (highest dose often 57.5 µM), for the others: top-dose activation, actives largely listed as activators; also: potency is read from the fitted curve at half-maximal effect; % is scaled to controls: 0 for no effect and ±100 for the full control effect; nearly all actives have a fitted effect of over 55% in size
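ATP formation by purified human PK-M2, quantified via coupled luciferase luminescence after 1 h at room temperature with 0.1 mM ADP and 0.5 mM PEP final.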
CXXC DNA block – qHTS Fluorescence Polarization Assay for Inhibitors of MLL CXXC domain - DNA interaction. Histone-lysine N-methyltransferase 2A (Homo sapiens), Q03164. MLL-CXXC / FITC-HOXA9 DNA fluorescence polarization. Potency, µM (series often up to 115 µM), inactives show at the highest dose activity change, negative = inhibition, actives largely listed as inhibitors. actives 0.037% (n = 290,000). AID 2662, 2010; active = well fitted inhibition curve with a large enough effect in the polarisation, with a control signal flat, not every such curve was filed as active; inconclusive = small, poorly fitted or top-dose-only effect, or effect the other way, or a change in a side signal; inactive = no such curve, though single readings can be large or run the other way; the % refers to the polarisation; also: potency is read from the fitted curve at half-maximal effect
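Steps: dispense CXXC domain solution (7 uM) → pin compounds or unlabeled HOX-A9 DNA control → 5 min ambient → add FLSN-HOX-A9 solution (50 nM) → spin → 30 min ambient → fluorescence polarization. Tris pH 7.5/NaCl/DTT/BSA buffer.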
GALK inhibitor – qHTS Assay for Inhibitors of Human Galactokinase (GALK) | AID 1868, 2009 | Purified GALK, Kinase-Glo residual ATP luminescence | P51570 | actives 0.007% (n = 270,000) | Potency, µM (series often up to 57.5 µM), for inactives: at the top dose activity change, negative = inhibition, most hits filed as inhibitors; also: potency is read from the fitted curve at half-maximal effect; % is scaled to controls: 0 for no effect and ±100 for the full control effect
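GALK at 5 nM final was combined with compound, 35 uM ATP and 100 uM galactose in HEPES pH8.0 with MgCl2 and DTT. The reaction ran one hour at room temperature before luminescent ATP detection.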
USP2a block – qHTS Assay for Inhibitors of Ubiquitin-specific Protease USP2a Using CHOP2 as the Reporter; AID 463254, 2010; USP2 core, Ub-CHOP2 coupled fluorogenic reporter, 485/531; actives 0.01% (n = 330,000); Potency, µM (top dose mostly 38.3 µM), for the others: top-dose activity change, negative = inhibition, actives largely listed as inhibitors;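 also: potency is read from the fitted curve at half-maximal effect; plate controls were DMSO wells for no effect and full inhibition by NEM control for full effect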
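Cell-free coupled assay: 10nM USP2 core preincubated 30min RT with compound in Tris-HCl pH 8.0/CaCl2/CHAPS buffer, then 25nM Ub-CHOP2 and 25nM reporter substrate; fluorescence (Ex 485/Em 531) read after 60min RT, normalized to NEM inhibition, concentration-response curves fitted.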
TRPV1 ag – HTS Assay for Compounds that Act as Agonists of the Vanilloid Receptor 1 | Transient receptor potential cation channel subfamily V member 1 (Homo sapiens), Q8NER1 | TRPV1-expressing cells, Fluo-8 calcium influx, agonist mode | activation, % at 8.33 µM | actives 0.19% (n = 320,000) | AID 540275, 2011; in the data active = activation above about 80%; inconclusive = between about 30% and that limit; also: 0% is about no effect
Target sequence (Q8NER1 whole entry, looked up): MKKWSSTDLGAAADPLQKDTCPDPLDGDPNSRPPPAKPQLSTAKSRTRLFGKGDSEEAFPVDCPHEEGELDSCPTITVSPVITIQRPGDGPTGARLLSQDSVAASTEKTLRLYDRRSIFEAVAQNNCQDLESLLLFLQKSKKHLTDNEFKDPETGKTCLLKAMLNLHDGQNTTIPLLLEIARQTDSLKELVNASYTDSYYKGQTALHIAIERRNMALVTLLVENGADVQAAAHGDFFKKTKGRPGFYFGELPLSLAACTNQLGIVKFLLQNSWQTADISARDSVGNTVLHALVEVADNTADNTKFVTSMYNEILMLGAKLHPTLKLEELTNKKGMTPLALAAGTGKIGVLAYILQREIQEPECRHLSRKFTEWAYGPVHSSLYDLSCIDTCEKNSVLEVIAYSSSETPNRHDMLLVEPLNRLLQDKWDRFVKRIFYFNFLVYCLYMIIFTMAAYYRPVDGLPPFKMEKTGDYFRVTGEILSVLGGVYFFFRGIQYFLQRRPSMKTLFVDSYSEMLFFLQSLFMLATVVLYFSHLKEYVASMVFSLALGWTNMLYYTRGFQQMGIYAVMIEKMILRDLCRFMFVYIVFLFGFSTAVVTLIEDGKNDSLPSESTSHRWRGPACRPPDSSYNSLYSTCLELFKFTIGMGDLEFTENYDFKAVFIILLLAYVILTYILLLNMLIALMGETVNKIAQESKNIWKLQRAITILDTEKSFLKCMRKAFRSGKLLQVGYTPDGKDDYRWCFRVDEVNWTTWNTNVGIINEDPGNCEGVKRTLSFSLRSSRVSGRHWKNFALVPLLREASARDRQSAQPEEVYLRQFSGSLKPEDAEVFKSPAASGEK
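Fluo-8 calcium influx in TRPV1-expressing cells, kinetic read (ex 480/em 520 nm). Compound added and read 3 min for agonist activity, followed by capsaicin at EC20 final and 2 min further read for enhancement.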
Giardia killer – Small Molecules that selectively kill Giardia lamblia: qHTS. Giardia lamblia trophozoite viability. activity change, % at 7.66 µM, hits read low. actives 0.15% (n = 340,000). AID 540267, 2011; in the data active = activity change below about -80%; inconclusive = between about -30% and that limit;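 also: parasites exposed to compound for two days anaerobically before the ATP read; % is scaled to controls: 0 for no effect and ±100 for the full control effect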
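Luminescence from cellular ATP indicates surviving trophozoites (100 cells/well) following 48 hrs anaerobic compound treatment at 37 deg C; signal develops 15-30 min at room temperature.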
Menin MLL FP TR – qHTS Assay for Inhibitors Targeting the Menin-MLL Interaction in MLL Related Leukemias: Competition With Texas Red Labeled MLL-derived Mutant Peptide. Menin + Texas Red MLL mutant peptide, fluorescence polarization. actives 0.23% (n = 270,000). Potency, µM (highest dose often 61.6 µM), inactives show at the top dose FP activity change, negative = inhibition, most hits filed as inhibitors. AID 1768, 2009; active = well fitted inhibition curve with a large enough effect in the polarisation, with a control signal flat, not every such curve was filed as active; inconclusive = small, poorly fitted or top-dose-only effect, or effect the other way, or a change in a side signal; inactive = no such curve, though single readings can be large or run the other way; the % refers to the polarisation; also: potency is read from the fitted curve at half-maximal effect; % of control where 0% means no effect; many of its hits are not listed in these tables
FBPA coupling cs – qHTS Assay for Inhibitors of Fructose-1,6-bisphosphate Aldolase from Giardia Lamblia: Coupling assay counterscreen. coupling enzyme system counterscreen, AmpLite Red fluorescence. activity change, negative = inhibition, % at 58.2 µM, hits read low. actives 0.67% (n = 290,000). AID 2472, 2010; in the data active = activity change below about -30%; also: % is scaled to controls: 0 for no effect and ±100 for the full control effect
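Final compound at 57.5 uM, incubated 10 min at RT with coupling enzyme reagent (glyceraldehyde-3-phosphate), then 20 min with substrate and AmpLite Red detection. Fluorescence read at 525/598 nm; tests interference with the coupling assay, not aldolase inhibition.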
KCNH2 3.1 block – qHTS for Inhibitors of KCHN2 3.1: Mutant qHTS; Potassium voltage-gated channel subfamily H member 2, brain isoform KCNH2 3.1 (human); U2OS KCNH2 3.1, thallium flux FluxOr; active compounds read low; activity change, % (tested at about 1.8 µM); actives 0.95% (n = 340,000);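 active = maximum activity change below -70%; inconclusive = maximum activity change from -70% to -50%; inactive = maximum activity change above -50%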;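 also: thallium influx rate constant from kinetic fluorescence after stimulation buffer; % is scaled to controls: 0 for no effect and ±100 for the full control effect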
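Measured as rate of thallium-driven FluxOr signal in transduced U2OS cells carrying the 3.1 channel, read kinetically for 2 min upon stimulation; values are rate constants scaled to DMSO control wells.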
B2AR arrestin – qHTS assay of beta-arrestin-biased ligands of beta2-adrenergic receptor | beta-arrestin recruitment to beta2AR, cell-based reporter | Beta-2 adrenergic receptor (Homo sapiens), P07550 | actives 0.02% (n = 330,000) | Potency, µM (highest dose often 46.1 µM), without a hit: at the top dose activation, actives largely listed as activators | AID 492947, 2010;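 also: potency is read from the fitted curve at half-maximal effect; 0% = DMSO controls and full agonism = EC100 isoproterenol or metaproterenol; nearly all actives have a fitted effect of over 65% in size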
KCNH2 WT inh – qHTS for Inhibitors of KCHN2 3.1: Wildtype qHTS; Voltage-gated inwardly rectifying potassium channel KCNH2 (Homo sapiens), Q12809; U2OS, BacMam KCNH2, thallium flux FluxOr; active compounds read low; activity change, % at 1.84 µM; actives 0.37% (n = 340,000); AID 720551, 2013;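 active = maximum activity change below -70%; inconclusive = maximum activity change between -70% and -50%; inactive = maximum activity change above -50%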; also: % is scaled to controls: 0 for no effect and ±100 for the full control effect
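U2OS cells transduced with wild-type KCNH2 virus are loaded with FluxOr dye for 45 min, and thallium flux is measured in kinetic reads before and after stimulation buffer. Rate constants are normalized to DMSO controls.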
An asterisk follows results filed as active; i = inactive; ? = inconclusive; / = no result given; [ ] = remark or other dose. Unless noted, calls follow the shape of the dose curve; as a rule, active = well fitted curve in the direction sought with a large enough effect; inconclusive = small, poorly fitted or top-dose-only effect, or another doubt; inactive = no such curve, though single readings can be large; an effect the other way counts as inactive or inconclusive. A portion of the library; count on the stated rates, not on these rows.

SMILES	PKM2 activator	CXXC DNA block	GALK inhibitor	USP2a block	TRPV1 ag	Giardia killer	Menin MLL FP TR	FBPA coupling cs	KCNH2 3.1 block	B2AR arrestin	KCNH2 WT inh
CSc1ccc(CN(C)C(=O)c2cccc(S(=O)(=O)NCc3ccccc3)c2)cc1	1%	?	5%	0%	0	-12	12%	3	-5	0.3%	23
COc1ccc(N(CC(=O)NN=C2CCN(C)CC2)S(=O)(=O)c2ccccc2)c(OC)c1	-1%	-2%	0%	-1%	-1	-2	-13%	1	8	-0.2%	0
Cc1cc(/C=N/n2cnnc2)c(C)n1-c1cc(Cl)ccc1Cl	-1%	-7%	-3%	-7%	22	-7	-2%	0	2	0.1%	-23
N=C1C(=O)OCC1c1ccccc1NC(=O)Nc1ccccc1 (stereo not given)	-24%	-2%	2%	-2%	-1	-19	5%	0	6	0.2%	7
O=C(Nc1ccc(S(=O)(=O)Nc2ccccc2)cc1)C1CC1	/	14%	-5%	-1%	4	18	/	/	-7	-0.2%	4
O=C(O)CC1C(=O)NCCN1Cc1ccc(F)c(F)c1 (stereo not given)	-16%	-5%	0%	1%	4	-7	-10%	-4	21	-0.5%	-6
CNC(=O)c1ncoc1-c1ccc(Cl)cc1	-21%	-7%	9%	0%	-2	-12	/	2	-5	-0.1%	7
Cc1cc(C)n(CC(=O)N2N=C(C(F)F)CC2(O)C(F)F)n1 (stereo not given)	-7%	2%	4%	2%	-2	-11	4%	0	4	-1.0%	-6
CCN(Cc1ccccc1)S(=O)(=O)c1ccc(C(=O)Nc2nnc(C)o2)cc1	1%	?	-6%	-13%	3	-4	?	0	8	-0.9%	-5
CN1CCc2c(sc3c2C(=O)NC(c2ccc4c(c2)OCO4)N3)C1 (stereo not given)	-2%	6%	0%	7%	4	3	?	-10	1	0.1%	-11
C/C=C/c1ccc(OCCCNC)c(OC)c1	-7%	12%	-2%	5%	1	0	-18%	1	-31	0.1%	3
CN(Cc1ccccc1)C(=O)COC(=O)c1ccc(-n2cnnn2)cc1	/	/	/	0%	-1	17	/	/	-3	0.0%	4
COc1ccc(CNC(=O)CCNS(=O)(=O)c2ccc(Cl)cc2)cc1	-2%	17%	0%	1%	1	-6	7%	0	-8	-0.3%	-3
O=C(NC(=S)Nc1ccc(Cl)c(C(=O)O)c1)c1cncc(Br)c1	/	12%	-2%	-3%	-4	-7	16%	4	0	-0.7%	3
COc1cc(/C=N/NC(=O)Nc2ccccc2)ccc1OCCOc1ccccc1C	4%	32%[activator]	-1%	-4%	1	-3	12%	2	0	-0.1%	3
COc1cccc(/C=N/NC(=O)c2cc(-c3cccn3C)n[nH]2)c1O	1%	7%	/	0%	0	12	?	0	-27	?	-13
Cc1onc(-c2ccccc2)c1C(=O)NC(=S)NNC(=O)c1ccco1	0%	1%	4%	2%	3	-18	/	8	5	0.0%	2
CC(Sc1nnc(NC(=O)c2cc3ccccc3oc2=O)s1)c1ccccc1 (stereo not given)	-13%	-8%	-2%	0%	-2	4	-17%	-1	-4	-0.8%	40
CCOC(=O)Cc1csc(/N=C/c2c(O)n(-c3ccc(C)cc3C)c(=O)c3ccccc23)n1	-2%	40%[activator]	-3%	3%	4	-22	1%	-3	10	-0.9%	6
CCOC(=O)C1CCN(c2nc(-c3ccc(C)cc3)nc3ccccc23)CC1	-2%	-2%	-3%	-2%	5	9	-25%	2	-7	0.2%	18
CSc1cccc(CN2CCC(CCC(=O)NC3CC3)CC2)c1	0%	10%	-3%	0%	-2	-18	0%	2	-1	-0.4%	-16
CCc1ccccc1OCCCN1CCCC1	1%	-3%	-1%	-1%	-5	-26	-14%	0	22	-0.4%	-2
O=C(NNS(=O)(=O)c1ccccc1)c1ccncc1	-11%	-11%	0%	-1%	-1	13	4%	0	-17	0.2%	1
CCOC(=O)C(NC(=O)CC)(Nc1ccc(S(=O)(=O)Nc2onc(C)c2C)cc1)C(F)(F)F (stereo not given)	-5%	4%	-1%	0%	-3	6	-15%	3	5	-0.4%	3
COc1cccc(-c2c(NC(=O)c3ccco3)n(-c3ccc(C)cc3)nc(C)c2=O)c1	0%	-4%	0%	1%	-3	0	13%	1	13	-0.5%	-7
Nn1c(SCc2cc([N+](=O)[O-])cc3c2OCOC3)nnc1-c1ccccn1	-1%	5%	0%	2%	/	-4	/	-1	-2	0.4%	-5
Cc1ccc(NC(=O)CN(C)Cc2nc3ccccc3c(=O)[nH]2)c(Br)c1	-2%	4%	0%	0%	9	-2	/	-4	-25	0.0%	2
CNc1nc2[nH]c(=O)c3c(c2s1)OC(N)=C(C#N)C3c1cccc(F)c1 (stereo not given)	-1%	2%	-1%	4%	9	-1	?	-51*	19	-0.2%	-6
NC(=O)Cc1ccc(C(=O)c2ccc(Cl)cc2)s1	1%	7%	-1%	1%	6	-8	4%	-2	-1	0.0%	-13
CCCCN(C)CCCNC(=O)c1cn(CC)c2ccc(S(=O)(=O)N3CCOCC3)cc2c1=O	/	31%	3%	0%	4	0	-4%	-1	3	-0.1%	-13
O=C(NCCCN1CCCC1=O)c1cccc(S(=O)(=O)Nc2ccccc2Cl)c1	/	/	/	0%	1	-7	/	/	4	-1.0%	5
O=C(COC(=O)c1cncc(Br)c1)NCC12CC3CC(CC(C3)C1)C2	/	/	/	2%	16	10	/	/	3	0.4%	-10
CCOc1cc(C(=O)Nc2ccc3c4c(cccc24)C(=O)N3CC)cc(OCC)c1OCC	-4%	3%	-3%	-5%	1	-3	4%	5	-7	0.5%	-1
COc1cccc(CC2(CO)CCCN(Cc3cn(C)c4ccccc34)C2)c1 (stereo not given)	-20%	8%	1%	4%	-1	-13	-24%	1	-19	-0.7%	/
CCN(c1ccccc1)S(=O)(=O)c1ccc(NC(=O)c2ccco2)cc1	-8%	-8%	6%	0%	?	-6	?	0	2	0.1%	3
CC(C)=CCCC(C)CCO (stereo not given)	/	/	/	0%	/	17	20%[24.8 µM]	4	-3	-1.0%	2
Brc1ccc(OCc2ccccc2)c(CNCC2CCCO2)c1 (stereo not given)	-3%	-9%	0%	0%	21	-16	-22%	-1	-11	0.2%	/
CCOC(=O)C1C(=O)C=C(c2ccc(C)cc2)CC1c1ccc([N+](=O)[O-])cc1 (stereo not given)	?	-2%	1%	4%	0	10	5%	1	?	-0.5%	-8
Cc1nn(-c2cc(N3CCCC3)ccc2[N+](=O)[O-])c(=O)c2ccccc12	4%	1%	4%	7%	-1	2	2%	3	-7	1.1%	-5
O=C(COc1ccccc1Br)NC1CC1	1%	-10%	-10%	2%	2	-12	/	/	7	-0.4%	6
Cc1cc(N2CCOCC2)nc2ccc(NC(=O)CCC(=O)N3CCCCC3)cc12	3%	22%	-1%	-1%	-2	-17	5%	1	4	-1.0%	6
CCOc1cc2[nH]c(=S)n(C3CC3)c(=O)c2cc1OCC	-22%	-14%	4%	-1%	-1	-15	-7%	1	23	-0.7%	2
CC(C)C(=O)Nc1nnc(SCC(=O)N2c3ccccc3CC2C)s1 (stereo not given)	-1%	3%	/	2%	-1	-2	-12%	2	-24	-0.8%	-6
CSc1ccc(C=NNc2ccc(S(=O)(=O)Nc3ccccc3C(=O)O)cc2[N+](=O)[O-])cc1	/	/	/	-3%	/	0	/	/	1	-0.4%	-6
O=C(CSc1nc2ccc(Cl)cc2[nH]1)NC1CCCc2ccccc21 (stereo not given)	-2%	-6%	0%	4%	?	-2	-1%	-17	-11	0.3%	i
O=C(Cn1cc([N+](=O)[O-])cn1)Nc1cccnc1	5%	9%	-4%	0%	2	9	7%	-1	8	0.1%	-5
CCOC(=O)CC1(NC(=O)c2cc(COc3cccc(OC)c3)on2)CCCCC1	/	-2%	6%	-2%	?	-10	-12%	0	-12	-0.1%	3

Source: PubChem BioAssay (National Center for Advancing Translational Sciences (NCATS))
